M4 PAM: human M4 muscarinic receptor positive allosteric modulators, primary screen, CHO-K1 cells, Fluo-8 calcium fluorescence. 360,000 compounds, 0.4% hits. Muscarinic acetylcholine receptor M4 (Homo sapiens), P08173. AID 624126, 2012. CHO-K1 hM4/Gqi5, ACh EC20; 0% = ACh EC20, 100% = maximal ACh. activation, % at 3 µM;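 active = activation above its plate's cutoff, the mean activation of sample wells plus 3 SD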; note: some results filed as inactive read as strong as hits
Target sequence (P08173 whole entry, looked up): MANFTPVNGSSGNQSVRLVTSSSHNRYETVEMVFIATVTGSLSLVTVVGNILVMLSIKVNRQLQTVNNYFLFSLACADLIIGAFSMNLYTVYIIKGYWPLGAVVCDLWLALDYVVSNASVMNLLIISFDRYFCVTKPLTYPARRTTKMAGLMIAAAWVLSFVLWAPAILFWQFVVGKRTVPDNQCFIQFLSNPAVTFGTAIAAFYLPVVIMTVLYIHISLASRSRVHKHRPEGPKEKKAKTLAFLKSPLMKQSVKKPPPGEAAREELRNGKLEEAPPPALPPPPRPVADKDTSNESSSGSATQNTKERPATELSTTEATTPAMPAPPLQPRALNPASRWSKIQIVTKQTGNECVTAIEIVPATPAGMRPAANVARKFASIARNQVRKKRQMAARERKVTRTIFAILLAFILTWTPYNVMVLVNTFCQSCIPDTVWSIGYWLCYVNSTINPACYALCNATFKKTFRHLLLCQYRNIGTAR
M1 antag: human M1 muscarinic receptor antagonists, primary screen, CHO-K1 cells, Fluo-8 calcium fluorescence, 1536-well; Muscarinic acetylcholine receptor M1 (Homo sapiens), P11229; CHO-K1 hM1, ACh EC80 antagonist; inhibition, % at 3 µM; 360,000 compounds, 1.3% hits;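 active = percent inhibition above its own plate's cutoff, namely the mean of that plate's compound wells plus 3 SD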;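 note: peak over basal fluorescence ratio during 140 s after agonist addition; 0% = ACh EC80 plus DMSO and 100% = DMSO alone without agonist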
Target sequence (P11229 whole entry, looked up): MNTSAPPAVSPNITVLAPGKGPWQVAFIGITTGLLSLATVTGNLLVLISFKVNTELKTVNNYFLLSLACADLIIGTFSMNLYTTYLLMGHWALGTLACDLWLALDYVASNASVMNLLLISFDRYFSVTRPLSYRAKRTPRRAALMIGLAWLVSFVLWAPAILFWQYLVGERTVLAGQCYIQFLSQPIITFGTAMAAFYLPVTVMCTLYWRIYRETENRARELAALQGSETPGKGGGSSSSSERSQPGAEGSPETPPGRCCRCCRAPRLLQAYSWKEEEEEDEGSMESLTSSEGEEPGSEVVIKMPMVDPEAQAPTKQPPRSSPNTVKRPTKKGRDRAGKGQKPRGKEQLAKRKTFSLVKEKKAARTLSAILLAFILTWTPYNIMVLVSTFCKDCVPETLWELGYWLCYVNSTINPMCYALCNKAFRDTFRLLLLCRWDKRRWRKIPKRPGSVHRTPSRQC
CHRM5 antagonist: human M5 muscarinic receptor antagonists, primary screen, CHO cells, Fluo-8 calcium fluorescence; Muscarinic acetylcholine receptor M5 (Homo sapiens), P08912; CHO-hM5 cells, ACh EC80; inhibition, % at 3 µM; 360,000 compounds, 0.59% hits; AID 624040, 2012;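 active = inhibition above a per-plate cutoff, the mean of that plate's test compounds plus 3 SD, cut at about 27% in these data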;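 note: 0% = acetylcholine EC80 with DMSO and 100% = DMSO without agonist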
M4 ag: human M4 muscarinic receptor agonists, primary screen, CHO-K1 cells, Fluo-8 calcium fluorescence; 360,000 compounds, 0.14% hits; activation, % at 3 µM; Muscarinic acetylcholine receptor M4 (Homo sapiens), P08173; AID 624127, 2012; CHO-K1 hM4/Gqi5; vehicle 0%, full acetylcholine response 100%;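 active = activation above the run mean over all test wells plus 3 SD, cut at about 32% in these data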;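 note: peak over basal fluorescence ratio per well then scaled between controls; 0% = DMSO wells and 100% = acetylcholine at EC100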
CRFBP-R2 agonist: agonists of CRF-BP/CRF-R2 complex, primary screen, cell-based, HEK293, calcium dye fluorescence, uHTS | CRF-binding protein / CRF receptor 2 complex (human) | calcium dye fluorescence (FLIPR); percent of saturating CRF peptide response | activation, % at 13.2 µM | 350,000 compounds, 0.46% hits;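 active = activation of at least 50%, plus an integration ratio under a set limit after plate pattern correction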;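 note: plate controls were neutral control wells without compound for no effect and CRF at EC100 for full effect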
CHRM4 antagonist: human M4 muscarinic receptor antagonists, primary screen, CHO cells, Fluo-8 calcium fluorescence. Muscarinic acetylcholine receptor M4 (Homo sapiens), P08173. CHO-hM4 cells, ACh EC80. inhibition, % at 3 µM. 360,000 compounds, 0.73% hits. AID 624125, 2012;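 active = inhibition above its plate's cutoff, the mean inhibition of sample wells plus 3 SD, cut at about 27% in these data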;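 note: 0% = acetylcholine EC80 with DMSO and 100% = DMSO without agonist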
CHRM5 PAM: human M5 muscarinic receptor positive allosteric modulators, primary screen, CHO-K1 cells, Fluo-8 calcium fluorescence | Muscarinic acetylcholine receptor M5 (Homo sapiens), P08912 | 360,000 compounds, 0.3% hits | activation, % at 3 µM | CHO-K1 hM5, ACh EC20 PAM; 0% = ACh EC20, 100% = ACh EC100;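 active = activation above the run cutoff, the mean activation of all test compounds plus 3 SD, cut at about 18% in these data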
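system = human M5 receptor in CHO-K1 cells | reagent = EC20 acetylcholine as agonist stimulus | compound dosing = single-point, 3 µM nominal | incubation = Fluo-8 loading 80 min at 37 °C plus 30 min room temperature | detection = Fluo-8 calcium dye fluorescence, kinetic read | benchmarks = low control EC20 acetylcholine (0%), high control EC100 acetylcholine (100%)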
CHRM1 PAM: human M1 muscarinic receptor positive allosteric modulators, primary screen, CHO-K1 cells, Fluo-8 calcium fluorescence, 1536-well; Muscarinic acetylcholine receptor M1 (Homo sapiens), P11229; CHO-K1 hM1, ACh EC20; 0% = ACh EC20, 100% = maximal ACh; activation, % at 3 µM; 360,000 compounds, 0.088% hits; AID 588819, 2011; in the data active = activation above about 19%, passing the limit was not always enough
CHRM5 agonist: human M5 muscarinic receptor agonists, primary screen, CHO-K1 cells, Fluo-8 calcium fluorescence; Muscarinic acetylcholine receptor M5 (Homo sapiens), P08912; CHO-K1 hM5 cells; 0% DMSO wells, 100% maximal acetylcholine response; activation, % at 3 µM; 360,000 compounds, 0.19% hits;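 active = activation above the run's mean over test compounds plus 3 SD, cut at about 23% in these data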;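 note: signal is peak over basal fluorescence ratio across the kinetic read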
* marks the source's active call; other numbers are inactive results; . = not tested or not shown.

SMILES	M4 PAM	M1 antag	CHRM5 antagonist	M4 ag	CRFBP-R2 agonist	CHRM4 antagonist	CHRM5 PAM	CHRM1 PAM	CHRM5 agonist
CCn1nc(C)c(Br)c1C(=O)Sc1ccccc1Cl	-3	10	9	0	-0.1	6	-6	-3	-2
CC(C)(C)c1cc(NC(=O)COc2ccc(Br)cc2)n(-c2ccccc2)n1	1	-10	-4	-2	-0.6	4	-3	11	0
Cc1ccc([N+](=O)[O-])cc1NC(=O)c1ccc2c(c1)OCO2	0	-5	-5	1	-1.8	-10	2	10	0
CCOc1ccc(C(=O)N2CCN(Cc3ccccc3)CC2)cc1	3	-7	13	0	-0.5	-3	-4	8	-4
CCN(CC)CCn1c(=S)[nH]c2ccc(Br)cc2c1=O	8	0	2	1	3.3	4	10	4	-12
COc1ccc(CN(C)C[C@@H]2OCCCC[C@@H](C)Oc3ccc(N(C)C)cc3C(=O)N([C@H](C)CO)C[C@@H]2C)cc1	9	-12	-1	0	-0.4	-17	2	7	-2
O=C(NC(=S)Nc1ccccc1O)c1cncc(Br)c1	-8	1	2	2	4.9	8	-4	-1	4
Cc1ccc(-c2nnc(-c3ccccc3)c(-c3ccccc3)n2)cc1	-5	11	1	0	0.2	-2	-5	-4	-2
CCn1c(CNc2cccc(Cl)c2)nnc1SCC(=O)OC1CCCCC1	-3	-7	1	6	0.3	-4	0	7	4
Cc1nnc(N2CCCC(C(=O)NCc3cccc(F)c3)C2)c2nn(-c3ccccc3)c(C)c12 (stereo not given)	-8	30	10	0	0.6	6	2	-16	-8
CCCCc1ccc(NC(=O)CC(C)=O)cc1	0	6	7	0	-1.6	0	-3	-3	-1
Cc1ccc(COC(=O)Cc2coc3cc(O)ccc23)cc1	-3	-2	9	0	0.7	0	-2	6	-7
CON(C)C(=O)C[C@@H]1C[C@H](OC(=O)c2ccc([N+](=O)[O-])cc2)CN1C(=O)OC(C)(C)C	-3	5	12	0	-1.2	4	-4	0	-3
COc1ccc2c(c1)CC/C(=C\C=C\c1ccccc1)C2=O	2	10	6	2	-0.6	-12	-2	0	1
COc1ccccc1C(=O)COC(=O)CN1C(=O)NC2(CCCC2)C1=O	-4	-4	-2	0	0.4	-3	-1	5	-2
N#Cc1ccccc1COc1ccc(/C=C/C(=O)O)cc1	3	-10	5	2	-0.4	7	-4	13	-2
C#Cc1ccc([C@H]2C=C(C(=O)N3CCOCC3)O[C@@H](OCc3ccc(CO)cc3)C2)cc1	5	-5	10	2	-2.4	3	-1	9	0
COc1ccccc1N1CCN(S(=O)(=O)c2cc3[nH]c(=O)c(=O)[nH]c3cc2C)CC1	-3	-6	0	1	9.5	-10	3	4	-2
O=C(/C=C/c1cccc([N+](=O)[O-])c1)NCCSCc1c(Cl)cccc1Cl	2	7	-2	-1	0.7	0	-2	-2	-4
CC(C)Oc1ccc(C(=O)NCC(=O)O)cc1	7	-15	10	0	-0.7	8	-1	10	-5

Some of the entries above in another layout.
SMILES,M4 PAM,M1 antag,CHRM5 antagonist,M4 ag,CRFBP-R2 agonist,CHRM4 antagonist,CHRM5 PAM,CHRM1 PAM,CHRM5 agonist
CCn1nc(C)c(Br)c1C(=O)Sc1ccccc1Cl,-3,10,9,0,-0.1,6,-6,-3,-2
CC(C)(C)c1cc(NC(=O)COc2ccc(Br)cc2)n(-c2ccccc2)n1,1,-10,-4,-2,-0.6,4,-3,11,0

Other entries follow.
SMILES	M4 PAM	M1 antag	CHRM5 antagonist	M4 ag	CRFBP-R2 agonist	CHRM4 antagonist	CHRM5 PAM	CHRM1 PAM	CHRM5 agonist
CCC1COCCS(=O)(=O)N1Cc1ccccc1F (stereo not given)	2	4	5	1	-0.8	-7	2	5	-4
CCCCN1C(=O)C(CC(=O)NC2CCCCC2)CC(C(=O)N2CCCCCC2)=C1C (stereo not given)	0	.	0	0	.	8	-2	.	0
Cc1cc(NC(=O)COC(=O)c2ccccc2O)no1	9	-18	4	1	-0.7	0	1	12	2
c1ccc(OCCCCn2cnc3ccccc32)cc1	-4	8	9	6	0.7	18	-12	-4	3
CC1CC(C)CN(C(=O)CSCC(=O)Nc2nc(-c3cccs3)cs2)C1 (stereo not given)	-3	5	11	21	0.2	-3	-15	-6	7
Cc1ccc(CSc2nnc(-c3cnccn3)n2C)cc1	5	-6	2	6	0.6	-4	-6	0	1
Cc1cc(NC(=O)C2CC(=O)N(c3ccccc3C)C2)no1 (stereo not given)	1	-13	10	0	-0.5	15	-6	11	-3
CC1CC(C)CN(CCCNC(=O)c2ccc(CNS(=O)(=O)c3ccc(F)cc3)cc2)C1 (stereo not given)	-15	11	4	-1	2.6	23	-5	-9	-9
CCCCNc1c(-c2ccc(OC)c(SC3CCCCC3)c2)nc2ccc(Cl)cn12	-1	-1	14	0	0.8	-4	-11	7	-2
CCOCCCNC(=O)C1CCCN(S(=O)(=O)c2ccc(-n3cnnn3)cc2)C1 (stereo not given)	0	-13	6	3	0.4	7	2	14	-3
CCN(CC(=O)NCc1cccs1)C(=O)c1cc(S(=O)(=O)N2CCOCC2)ccc1C	7	-35	-7	1	0.1	-11	10	8	-6
Cc1ccc(-c2nnc(CSc3nc4cc5c(cc4cc3C)OCO5)o2)cc1	8	-9	-9	2	-0.4	-4	1	6	3
CCOc1ccc(NS(=O)(=O)c2ccc(NC(=O)c3cccnc3)c(OC)c2)cc1	0	-9	0	4	3.2	-3	0	9	3
CCN1C[C@@H]2[C@@H]3C(=O)N(Cc4ccccc4)C(=O)[C@@H]3[C@](Cc3ccccc3)(C1=O)N2C(=O)c1ccc(Cl)c(Cl)c1	5	5	0	1	4.7	5	9	-3	2
COc1cc(-c2ccc3cc(OC)c(OC)c(OC)c3c2)cc(OC)c1OC	-1	1	6	1	0.6	0	-8	-7	-2
COc1cccc(C(=O)Nc2ccc3[nH]c(=O)[nH]c3c2)c1OC	-5	-14	12	1	-1.1	1	0	12	-2
Cc1ccccc1Cn1nnc(-c2ccc3c(c2)OCO3)n1	-1	4	1	-1	0.4	5	3	0	-2
Cc1ccc(S(=O)(=O)/N=C(\N)Nc2nc(C)c3ccccc3n2)cc1	0	-5	1	-1	-1.4	-4	-3	5	-4
COc1ccccc1N1CCN(C(=O)c2cn(Cc3ccccc3)nc2-c2cccnc2)CC1	14	2	-3	10	0.5	-6	-10	5	29*
CC(O)(c1ccc(F)c(F)c1)c1nc(-c2cnc3ccccc3c2)cs1 (stereo not given)	-1	-11	4	6	.	-8	-5	8	1
CC(C)c1ccc(N(CC(=O)NC2CCCC2)C(=O)CCC(=O)Nc2nccs2)cc1	-6	7	7	0	0.2	6	-4	-3	-3
CC1N(C(=O)N2CCOCC2)CCN1S(=O)(=O)c1cccc(C(F)(F)F)c1 (stereo not given)	-3	-26	2	2	-0.5	4	-2	16	-1
COc1ccc(CCNC(=O)CNC(=O)c2ccc3c(c2)OCO3)cc1OC	3	-6	-3	1	-0.5	-3	3	11	-1
CC(=O)N/C(=C\c1ccccc1)C(=O)OCC(=O)NC1CCCC1	-5	-4	-8	1	-0.8	-16	-4	3	-2
CCN(CC)C(=O)CSc1nnc(-c2ccccc2)n1-c1ccccc1	12	-23	-10	3	0.3	-14	10	5	-5
COCCc1nnc(NC(=O)C(C)C)s1	7	-13	-9	1	0.4	-11	9	7	3
O=[N+]([O-])c1ccc(N2CCN(S(=O)(=O)c3ccc4ccccc4c3)CC2)cc1NCc1ccco1	14	-9	9	0	4.0	-2	0	9	-2
CCOC(=O)CSc1nc2cc(OCC)ccc2cc1C#N	9	10	12	-2	-0.2	1	5	-6	-2
O=C1c2ccccc2-c2c1c1ccccc1c(=O)n2-c1ccccc1	1	-15	-6	0	-3.6	-1	0	5	2
CC1(C)C2CCC(CN=C(N)CSS(=O)(=O)O)C1C2 (stereo not given)	8	-1	5	1	-0.7	-15	2	5	1
O=C(NNC(=O)c1cccc(C(F)(F)F)c1)c1ccc(-n2cnnn2)cc1	-2	7	9	1	-0.4	7	5	-3	3
CCC1=C(OC(=O)N(CC)CC)N2C(=O)OC(=NCC3CC3)[C@]2(Cc2ccccc2)[C@H]2C1=CC[C@H]1C(=O)N(CC)C(=O)[C@H]12	4	-5	1	0	-0.2	-4	-5	1	-1
CC(=O)c1nn(-c2ccc(Br)cc2)cc1C(=O)c1ccco1	7	-11	-4	0	-3.5	-7	5	5	-5
CN(CC(=O)Nc1ccc(Cl)c(Cl)c1)C(=O)c1ccccc1SCC(=O)N1CCCC1	-4	1	3	15	-1.5	-18	-8	-10	2
CCOc1ccc(NS(=O)(=O)c2ccc(NC(=O)c3ccccn3)cc2)cc1	16	-4	10	11	3.1	-14	1	13	8
Cc1ccc(NC(=O)Cc2cn(C)c3ccccc23)cc1F	8	3	-2	1	0.6	-4	0	6	-2
CC(/C=C/c1ccco1)=N\NC(=O)COc1ccc(C)c(C)c1	-1	-9	5	1	-1.4	0	10	3	-4
COC(=O)CCCCC(=O)OC	6	-16	6	2	0.9	3	-5	18	1
COC(=O)c1cc(OC)c(OC)cc1N1C(=O)CC(C)(C)CC1=O	-7	9	3	1	-0.2	11	2	1	-5
CN(C)N1C(N)=C(C#N)C(c2ccc(Br)cc2)C2=C1CC(C)(C)CC2=O (stereo not given)	0	11	3	0	-0.4	2	-4	-7	-2
O=C(NCc1nnc(SCC(=O)N2CCOCC2)o1)c1ccccc1	4	-8	-2	0	-0.7	-4	1	12	1
COc1ccc2c(c1OC)C(=O)N1N=C(c3ccc(-c4ccccc4)cc3)CC21 (stereo not given)	-7	19	6	1	0.6	5	-6	-3	-2
C=CC[C@@H](CC(=O)N(CCO)Cc1ccccc1)C(=O)NCCOC(=O)[C@H](CC=C)CC(=O)OC(C)(C)C	-4	-3	-5	6	0.3	-14	1	3	4
CCOC(=O)C(Cc1ccnnc1)=NO	-1	-12	-12	-1	2.6	5	0	2	0
COc1ccc(/C=C(\NC(=O)c2ccccc2)C(=O)NCc2ccco2)cc1OC	-2	-5	11	2	-1.6	-2	-2	4	-1
Cc1ccc(NC(=O)C2CCN(S(=O)(=O)c3ccc4[nH]c(=O)ccc4c3)CC2)c(C)c1	0	-6	1	1	-0.2	-3	-4	0	-1
O=C(O)C1CC=CCC1C(=O)NCc1ccc2c(c1)OCO2 (stereo not given)	15	-12	-4	1	0.6	-3	10	4	-2
C/C(=N\S(=O)(=O)c1ccc(C)cc1)N1CCCCC1	0	-2	-7	1	-0.6	2	-2	1	5
CCOC(=O)COc1ccc(-c2nnc(-c3ccccc3)o2)cc1	-1	4	0	8	0.8	4	-4	-3	0
COc1ccc(C2C=C(C34CC5CC(CC(C5)C3)C4)NC(=S)N2)cc1OC (stereo not given)	-6	2	12	-1	-0.6	11	-8	7	-4
